MMP13 fTHP cleavage: MMP13 inhibitors among fluorescent compounds, confirmation, biochemical, possible fluorescent artifacts, delta fluorescence (AID 734); MMP13 fTHP FRET cleavage, delta fluorescence 4 h; stronger effect = higher value; inhibition, %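 (each compound tested at 4 µM nominal in triplicate)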; 5,100 tested, under 10 active;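 active = inhibition above the mean inhibition over all tested compounds plus 3 SD, cut at about 75% in these data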;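 note: 0% = DMSO only wells and 100% = 8 µM reference MMP13 inhibitor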
* hit, by the source's call.

Preview (four entries):
no. | compound | MMP13 fTHP cleavage
1 | CC(C)Cn1cc(C(=O)N2CCC3(CC2)OCCO3)c2c3ccccc3n(C)c2c1=O | -6.3
2 | CCC(C)NC(=O)c1c(N)n(Cc2ccc3c(c2)OCO3)c2nc3ccccc3nc12 (stereo not given) | -0.8
3 | CCOC(=O)c1c(N)n(Cc2ccc(OC)cc2)c2nc3ccccc3nc12 | 1.1
4 | COCCOC(=O)c1c(N)n(Cc2ccco2)c2nc3ccccc3nc12 | -33.6

All compounds of this part (from the top)
no. | compound | MMP13 fTHP cleavage
1 | CC(C)Cn1cc(C(=O)N2CCC3(CC2)OCCO3)c2c3ccccc3n(C)c2c1=O | -6.3
2 | CCC(C)NC(=O)c1c(N)n(Cc2ccc3c(c2)OCO3)c2nc3ccccc3nc12 (stereo not given) | -0.8
3 | CCOC(=O)c1c(N)n(Cc2ccc(OC)cc2)c2nc3ccccc3nc12 | 1.1
4 | COCCOC(=O)c1c(N)n(Cc2ccco2)c2nc3ccccc3nc12 | -33.6
5 | O=C1N(CN2CCOCC2)c2ccccc2C1(O)c1c[nH]c2ccccc12 (stereo not given) | 3.4
6 | CN1C[C@H](CNC(=O)OCc2ccccc2)C[C@@H]2c3cccc4c3c(cn4C)C[C@H]21 | 4.6
7 | [N-]=[N+]=CC(=O)OC[C@H](N)C(=O)O | 4.2
8 | CCC(C)NC(=O)c1c(N)n(CCCOC)c2nc3ccccc3nc12 (stereo not given) | -17.7
9 | COc1ccc(Cn2c(N)c(C(=O)NCc3ccco3)c3nc4ccccc4nc32)cc1 | 8.8
10 | CCCNC(=O)c1c(N)n(CC2CCCO2)c2nc3ccccc3nc12 (stereo not given) | -20.1

Not all compounds are listed; count on the stated rates, not on these rows.
